Akt phos inh – inhibitors of Akt phosphorylation. Neuro2A IGF-stimulated pAkt S473 HTRF, 20 min; active compounds read low. activity change, % for hits at 50 µM. 360,000 tested, 0.32% active. AID 651550; in the data active means activity change below about -80%; inconclusive means mostly about -51% to -80%; further: on the % scale 0 is the no-effect control and ±100 the full control effect
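Neuro2A cells (4,500/well, DMEM with 0.5% FBS) were treated with compound at a single 50 µM final concentration, stimulated with 6 nM IGF for 20 min at 37 °C, and lysed. Phospho-Akt Ser473 was read by HTRF as 665/615 ratio ×10^4.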
GLP1R cytotox – cytotoxicity counter-screen for GLP-1 receptor inverse agonists | 410,000 tested, 0.13% active | HEK293 cAMP-luciferase reporter cells, luminescence, 24 h | AID 624418 | Potency, µM (highest dose often 38.3 µM), without a hit: at the top dose activity change, negative = inhibition, most hits filed as inhibitors;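 further: loss of luciferase light is scored as toxicity; potency means the concentration at half of the fitted maximal effect; on the % scale 0 is the no-effect control and ±100 the full control effect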
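Compound-treated cells are incubated 24 hr at 37 deg C under 5% CO2 after a 12 hour attachment period, then luciferase detection reagent is added and luminescence is measured following 12 min at room temperature; lowered signal indicates toxicity.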
aSyn rescue – rescues yeast growth from alpha-synuclein toxicity. Potency, µM (series often up to 46.1 µM), for the others: at the highest dose growth rescue (activation), actives largely listed as activators. Yeast expressing alpha-synuclein, growth rescue, BacTiter-Glo, 24 h. 370,000 tested, 0.14% active; further: potency means the concentration at half of the fitted maximal effect; % of control where 0% means no effect; nearly all actives have a fitted effect of over 65% in size
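Screening used galactose-induced yeast with toxic alpha-synuclein levels, exposed to compound for 24 hr at 30 deg C. Cell growth, read with BacTiter-Glo luminescence, gave the measured signal.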
PTHR1 agonist – activates the human parathyroid hormone receptor PTHR1 | Potency, µM (doses to about 115 µM), for inactives: at the highest dose activation, usual class: activators | HEK293 GP2 PTHR1 cells, GloSensor cAMP luminescence, 1 h | AID 743266 | 410,000 tested, 0.075% active | Q03431; further: potency means the concentration at half of the fitted maximal effect; nearly all actives have a fitted effect of over 55% in size; some results filed as inactive show a strong effect at the top dose; inactives centre near -15; many of its hits are not listed in these tables
Target sequence (Q03431 whole entry, looked up): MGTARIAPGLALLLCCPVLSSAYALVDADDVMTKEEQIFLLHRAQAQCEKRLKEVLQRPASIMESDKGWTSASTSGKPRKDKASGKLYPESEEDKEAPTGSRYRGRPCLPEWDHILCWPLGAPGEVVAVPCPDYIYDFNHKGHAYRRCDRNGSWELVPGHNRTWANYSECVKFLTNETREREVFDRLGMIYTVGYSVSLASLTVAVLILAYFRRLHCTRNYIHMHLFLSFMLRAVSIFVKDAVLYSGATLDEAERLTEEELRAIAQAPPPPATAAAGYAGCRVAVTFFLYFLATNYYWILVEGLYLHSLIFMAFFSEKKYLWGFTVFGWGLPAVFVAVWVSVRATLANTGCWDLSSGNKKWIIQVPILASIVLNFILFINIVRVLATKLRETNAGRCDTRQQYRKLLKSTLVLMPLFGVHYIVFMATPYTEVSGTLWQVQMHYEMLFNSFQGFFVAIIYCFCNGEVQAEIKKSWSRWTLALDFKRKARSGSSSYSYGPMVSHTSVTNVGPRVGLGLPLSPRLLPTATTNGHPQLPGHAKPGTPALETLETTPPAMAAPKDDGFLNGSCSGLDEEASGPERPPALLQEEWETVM
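HEK-293-derived GP2 cells expressing PTHR1 and a GloSensor cAMP reporter, 3,000/well, plated overnight, given luciferin plus IBMX (each 0.5 mM as added) for 1 h at 37 °C, then compound for 1 h at 37 °C. Luminescence was read after 15 min at room temperature.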
Mm-Cpn inhibitor – inhibitors of Methanococcus maripaludis chaperonin (MmCpn); purified Mm-Cpn ATPase, ADP Transcreener TR-FRET; Potency, µM (highest dose often 76.9 µM), inactives show at the highest dose activity, negative = inhibition, most hits filed as inhibitors; 330,000 tested, 0.031% active; further: potency means the concentration at half of the fitted maximal effect; on the % scale 0 is the no-effect control and ±100 the full control effect; nearly all actives have a fitted effect of over 80% in size
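ATPase turnover read by TR-FRET ADP competition (Eu cryptate antibody/ADP-d2, 665/590 nm): 10uM ATP final, 25nM Mm-CPN final, 30 min 37degC after 10-min compound preincubation, pH 7.4 Tris/KCl/MgCl2/DTT buffer.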
GLP-1R inv ag – GLP-1 receptor (human) inverse agonism; P43220; HEK293 GLP-1R CRE-luciferase, luminescence, 24 h; GLP-1R form is constitutively active; Potency, µM (series often up to 38.3 µM), inactives show top-dose activity change, negative = inhibition, hits mostly inhibitors; 410,000 tested, 1.6% active; further: potency means the concentration at half of the fitted maximal effect; on the % scale 0 is the no-effect control and ±100 the full control effect; nearly all actives have a fitted effect of over 55% in size
Target sequence (P43220 whole entry, looked up): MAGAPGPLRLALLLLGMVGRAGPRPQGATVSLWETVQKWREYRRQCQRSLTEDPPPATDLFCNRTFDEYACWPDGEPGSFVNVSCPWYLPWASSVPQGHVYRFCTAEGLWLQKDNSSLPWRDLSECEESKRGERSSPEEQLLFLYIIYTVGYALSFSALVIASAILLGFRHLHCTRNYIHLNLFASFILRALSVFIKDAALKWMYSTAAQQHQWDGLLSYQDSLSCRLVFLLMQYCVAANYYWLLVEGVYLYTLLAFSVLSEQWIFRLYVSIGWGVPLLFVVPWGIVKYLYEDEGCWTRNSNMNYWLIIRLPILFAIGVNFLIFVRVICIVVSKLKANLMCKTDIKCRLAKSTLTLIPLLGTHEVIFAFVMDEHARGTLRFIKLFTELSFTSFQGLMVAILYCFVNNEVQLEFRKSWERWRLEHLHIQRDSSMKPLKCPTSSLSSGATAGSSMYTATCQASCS
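Inverse agonism was detected as reduced cAMP-driven luciferase luminescence after 24 h compound treatment. The cells were HEK293 clones expressing constitutively active human GLP-1R with the reporter. Reporter-only and GPR119 cell lines served as counterscreen controls.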
TDP43 rescue – inhibitors of TDP-43 toxicity in yeast. TDP-43 expressing yeast growth rescue, BacTiter-Glo, 24 h. Potency, µM (titrated, usually from 46.1 µM), for the others: at the highest dose growth rescue (activation), most hits filed as activators. 410,000 tested, 1.8% active. AID 652104; further: potency means the concentration at half of the fitted maximal effect; % of control where 0% means no effect; nearly all actives have a fitted effect of over 50% in size
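Yeast expressing TDP-43 (pregrown in raffinose, seeded at OD600=0.02 in galactose medium) exposed to compounds 24 hr at 30 deg C. Growth read by BacTiter-Glo luminescence; rescue of toxicity appears as increased signal.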
FUS yeast rescue – suppressors of FUS proteinopathy in yeast; Potency, µM (top dose mostly 76.6 µM), for the others: at the highest dose growth rescue (activation), usual class: activators; 390,000 tested, 0.24% active; S. cerevisiae FUS-expressing, growth rescue, OD600, 24 h; AID 1347120;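 further: potency means the concentration at half of the fitted maximal effect; plate controls were DMSO vehicle for no effect and reference control for full effect; nearly all actives have a fitted effect of over 55% in size; some results filed as inactive show a strong effect at the top dose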
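FUS-expressing yeast, raffinose-pregrown, induced in 2% galactose minimal medium at OD 0.005; compounds in a dilution series, 24hr at 30C. Growth restoration read as absorbance at 600 nm. CP55940 positive control, DMSO negative.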
Abeta rescue – compounds reversing amyloid beta toxicity in yeast; yeast expressing A-beta42, growth rescue, OD600, 48 h; response scale: 0% DMSO, 100% iron-clioquinol control; Potency, µM (series often up to 46.1 µM), without a hit: top-dose growth rescue, hits mostly activators; 410,000 tested, 0.063% active; AID 1347071; further: potency means the concentration at half of the fitted maximal effect; nearly all actives have a fitted effect of over 55% in size
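Yeast growth medium received pinned compounds, then yeast cells expressing toxic A-beta were added; plates incubated at 30 C for 48 hr. Growth read as absorbance at 600 nm, normalized to DMSO and equimolar FeCl3 plus clioquinol controls.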
* hit, by the source's call; i = inactive; ? = inconclusive; / = no result given; & = joins results of further samples; [ ] = dose if it differs, or a comment. Unless noted, the call rests on the fitted dose curve; in most records, active means well fitted curve in the direction sought with a large enough effect; inconclusive means small, poorly fitted or top-dose-only effect, or another doubt; inactive means no such curve, though single readings can be large; an effect the other way counts as inactive or inconclusive.

Preview:
[1] Cc1ccc(C2CC(=O)NC(SCc3ccccc3)=C2C#N)o1 (stereo not drawn)
[2] CNC(=O)Nc1cccc2cccnc12

screen / no. | 1 | 2
Akt phos inh | / | i
GLP1R cytotox | 14.9% | 0.4%
aSyn rescue | 7.9% | -3.7%
PTHR1 agonist | 18.5%[57.5 µM] | ?
Mm-Cpn inhibitor | 0.0% | 0.5%
GLP-1R inv ag | 0.0% | 16.3%
TDP43 rescue | -8.4% | -8.8%
FUS yeast rescue | 43.0% | 1.3%
Abeta rescue | -20.1% | -6.8%

Main list, from the start:
[1] Cc1ccc(C2CC(=O)NC(SCc3ccccc3)=C2C#N)o1 (stereo not drawn)
[2] CNC(=O)Nc1cccc2cccnc12
[3] Cc1ccc(S(=O)(=O)NC2(C(F)(F)F)C(=O)Nc3c2c(=O)[nH]c(=O)n3-c2ccccc2)cc1 (stereo not drawn)
[4] CC(=O)c1cccc(NC(=O)CCc2nc3sc4c(c3c(=O)[nH]2)CCCC4)c1
[5] COc1ccc(OCC(=O)O/N=C(\N)c2ccc(OC)c(OC)c2)cc1
[6] CCc1cc(CC)c(/C=N/NC(N)=O)c(CC)c1/C=N/NC(N)=O
[7] O=C(NCc1ccccc1)c1ccc(NC2=NC3CS(=O)(=O)CC3S2)cc1 (stereo not drawn)
[8] CCC1=Nc2cc(C(=O)NCc3ccccc3Cl)ccc2Sc2ccc(C)cc21
[9] COc1cccc(C(O)c2nc(/C=C/c3ccc(C(F)(F)F)cc3)cs2)c1 (stereo not drawn)
[10] COc1ccc(-c2ccc3c(c2)C2CC3CCN2Cc2ccc(OC(F)(F)F)cc2)cc1 (stereo not drawn)

screen / no. | 1 | 2 | 3 | 4 | 5 | 6 | 7 | 8 | 9 | 10
Akt phos inh | / | i | i | i | i | i | i | / | i | i
GLP1R cytotox | 14.9% | 0.4% | 5.2%&1.6% | -1.9% | -9.4% | -8.2% | 9.4% | ? | -15.4% | 1.1%
aSyn rescue | 7.9% | -3.7% | -0.9%&-1.9% | 2.2% | 2.6% | 2.9% | 1.2% | / | -1.0% | -33.5%[inhibitor]
PTHR1 agonist | 18.5%[57.5 µM] | ? | -17.1%&1.9% | -21.1% | i | -1.9% | -16.2% | 9.8% | -58.3%[inhibitor] | -35.2%[inhibitor]
Mm-Cpn inhibitor | 0.0% | 0.5% | 0.4% | -15.1% | -0.2% | 0.9% | 0.0% | / | / | /
GLP-1R inv ag | 0.0% | 16.3% | 10.7%&2.8% | -1.8% | 2.5% | 57.7%[activator] | 14.3% | ? | ? | 3.3%
TDP43 rescue | -8.4% | -8.8% | -6.2%&-13.9% | 6.2% | 19.9% | -6.5% | 8.2% | 10.8% | 0.0% | -30.2%
FUS yeast rescue | 43.0% | 1.3% | -13.0%&12.8% | 8.2% | -4.6% | 9.6% | 1.3% | 18.2% | 12.1% | 7.4%
Abeta rescue | -20.1% | -6.8% | -18.6%&-7.9% | 9.7% | 1.5% | -14.7% | -1.9% | 16.0% | 8.6% | -41.9%[inhibitor]

[11] CCNc1nc(SC(C)C(=O)Nc2ccccc2)nc(N2CCOCC2)n1 (stereo not drawn)
[12] CC1(C)CC(=O)c2sc(NS(=O)(=O)c3ccc(Br)cc3)nc2C1
[13] COc1cc2c(cc1Cl)/C(=C\CCN(C)C)c1ccccc1S2
[14] CCN1CCc2c(sc(NC(=O)c3ccc(S(=O)(=O)N(CC)c4ccccc4)cc3)c2C(N)=O)C1
[15] Cn1c(=O)c2c(ncn2CC(=O)Nc2nccs2)n(C)c1=O
[16] O=C(C1=C[C@@H]2[C@H]3C(=O)N(c4ccc(Cl)cc4)C(=O)[C@H]3[C@@H](C(=O)c3ccc(Cl)cc3)N2C=C1)c1ccccc1
[17] CC(C)N(C(=O)Cn1cc(SCC(=O)Nc2ccccc2F)c2ccccc21)C(C)C
[18] CCOc1ccc(/C=N/N2C(C)CCCC2C)cc1OC (stereo not drawn)
[19] COc1ccc(NC(=O)COC(=O)c2ccc([N+](=O)[O-])o2)cc1Cl
[20] Cc1ccc(CN2CC(C(=O)Nc3ncccc3C)CC2=O)cc1 (stereo not drawn)

screen / no. | 11 | 12 | 13 | 14 | 15 | 16 | 17 | 18 | 19 | 20
Akt phos inh | i | i | i | i | i | i | / | i | i | i
GLP1R cytotox | -8.4% | -0.7% | ? | -15.9% | -5.4% | 4.9% | -21.9% | -16.7% | -3.0% | 0.0%
aSyn rescue | -4.8% | -1.9% | -9.2% | -5.1% | -1.4% | -4.8% | / | -6.0% | -9.0% | -8.3%
PTHR1 agonist | -9.2%[57.5 µM] | -38.6%[inhibitor] | -12.7% | -76.6%[inhibitor] | -9.1% | 4.5% | i | i | i | -4.7%
Mm-Cpn inhibitor | -0.1% | -1.4% | -0.4% | -2.3% | 2.9% | -3.4% | / | 0.0% | 2.7% | -1.7%
GLP-1R inv ag | 15.4% | -23.3% | 10µM* | ? | 25.9% | -1.4% | ? | 4.3% | -3.2% | 3.6%
TDP43 rescue | -1.5% | 17.3% | -11.0% | 20.4% | -29.4% | -6.2% | 17.0% | -3.7% | ? | 2.1%
FUS yeast rescue | 3.8% | -16.0% | / | 20.2% | 21.9% | ? | 1.4% | 9.5% | -16.9% | 16.9%
Abeta rescue | 5.5% | -1.9% | 2.6% | -12.6% | -10.0% | -1.4% | -6.9% | 6.1% | -75.4%[inhibitor] | -4.1%

[21] Cc1cc(O)cc2c1C1CCC3(C)C(=O)CCC3C1C=C2 (stereo not drawn)
[22] CCOc1ccc(NC(=O)c2oc3ccccc3c2NC(=O)c2cc(C)cc(C)c2)cc1
[23] COc1cc(/C=N/NC(=O)Cc2nnc(N)s2)cc(OC)c1OC
[24] CC1CCN(S(=O)(=O)c2ccc(NC(=O)c3ccncc3)cc2)CC1
[25] COc1cccc(NC(=O)C(=O)NCC2CCCN2S(=O)(=O)c2cccs2)c1 (stereo not drawn)
[26] CCCCNC(=O)C1(C)CCCCN1Cc1ccc(-c2ccccc2)cc1 (stereo not drawn)
[27] COc1ccc(C(=O)NC(=S)Nc2ccc(S(=O)(=O)Nc3cc(C)on3)cc2)cc1OC
[28] O=C(CSc1ccccc1)Nc1nccs1
[29] CC1(C)Oc2ccc(C(=O)NNC(=O)Nc3ccccc3)cc2NC1=O
[30] CC(=O)Nc1ccc(NC(=O)CSc2n[nH]c(-c3cccs3)n2)cc1

screen / no. | 21 | 22 | 23 | 24 | 25 | 26 | 27 | 28 | 29 | 30
Akt phos inh | i | / | i | i | i | i | i | i | i | i
GLP1R cytotox | 15.2% | 7.7% | 7.2% | 4.8% | 3.6% | 4.3% | -2.3% | -0.1% | -1.1% | 6.2%
aSyn rescue | 11.5% | / | 0.7% | 0.8% | -1.4% | 0.9% | 0.5% | -5.8% | -0.9% | -5.5%
PTHR1 agonist | -62.4%[inhibitor] | i | -11.4% | -1.3% | -36.4%[inhibitor] | -11.8% | -5.7% | -2.1% | i | 1.0%
Mm-Cpn inhibitor | / | / | -2.5% | -0.8% | / | / | -0.1% | 3.0% | 2.2% | -1.8%
GLP-1R inv ag | 84.1%[activator] | 8.7% | 29.5% | 8.7% | 34.5% | ? | 73.9%[activator] | 8.3% | 0.4% | 7.7%
TDP43 rescue | 9.6% | 17.1% | 9.3% | 12.8% | 20.7% | ? | -4.5% | -16.2% | -17.9% | -5.7%
FUS yeast rescue | 22.2% | -2.4% | -13.3% | 17.1% | 21.2% | -6.7% | ? | 0.6% | 10.9% | 42.0%
Abeta rescue | -0.4% | 4.7% | -11.4% | -4.5% | -5.3% | 10.1% | 13.4% | -1.3% | -9.1% | -6.5%

[31] COc1ccc(CSc2nncn2C)cc1[N+](=O)[O-]
[32] O=C(N1CCOCC1)N1CCN(S(=O)(=O)c2ccccc2)C1
[33] O=C(NCC1CCCO1)c1ccc(NC(=O)c2ccc([N+](=O)[O-])cc2)cc1 (stereo not drawn)
[34] CCN1CCN(c2ccc(S(=O)(=O)N3CCCCC3)cc2NC(=O)Cc2c(F)cccc2Cl)CC1
[35] COc1ccc(S(=O)(=O)n2cnc3cc(C)c(C)cc32)cc1
[36] CC(=O)Nc1ccc(NC(=S)Nc2ccc(Br)cc2)cc1
[37] CCN(CC)c1ccc(N2C(=O)c3ccccc3C2=O)cc1

screen / no. | 31 | 32 | 33 | 34 | 35 | 36 | 37
Akt phos inh | i | i | i | i | i | i | i
GLP1R cytotox | 7.6% | 17.1% | 5.1% | 13.0% | 0.9% | 8.7% | -17.1%
aSyn rescue | -6.8% | -3.3% | 9.4% | -4.6% | 0.9% | -16.1% | -4.3%
PTHR1 agonist | i | i | -12.2% | i | -28.8% | -7.5% | i
Mm-Cpn inhibitor | -0.6% | 3.8% | 1.1% | -2.7% | -0.2% | 0.1% | -1.6%
GLP-1R inv ag | 3.6% | 4.3% | 3.2% | 15.0% | 1.8% | ? | 14.6%
TDP43 rescue | -5.5% | -9.9% | 11.1% | 21.2% | -3.6% | 11.1% | 3.6%
FUS yeast rescue | 10.0% | 12.0% | -17.9% | 11.7% | -2.5% | -2.2% | 2.1%
Abeta rescue | -3.2% | 9.8% | 8.4% | 13.1% | -1.0% | 5.9% | -2.1%

Screens: PubChem, National Center for Advancing Translational Sciences (NCATS)

A portion of the library. The share of hits here may be higher or lower than overall.
